LMNA splice mod = changes lamin A minigene splicing in HeLa cells; HeLa LMNA splicing GFP/RFP minigene ratio, 48 h; Potency, µM (highest dose often 46.1 µM), without a hit: top-dose ratio change, negative = inhibition, most hits filed as inhibitors; 0.01% of 200,000 active; AID 1487; active = well fitted inhibition curve with a large enough effect in the signal ratio, with a control signal flat, not every such curve was filed as active; inconclusive = small, poorly fitted or top-dose-only effect, or effect the other way, or a change in a side signal; the % refers to the signal ratio; also: potency is read from the fitted curve at half-maximal effect; % is scaled to controls: 0 for no effect and ±100 for the full control effect
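S3 HeLa cells stably expressing lamin A-EGFP splicing minigene plus DsRed2, 600 cells/well, 48 h compound exposure at 37C. Laser-scanning cytometry; analysed as GFP (500-530 nm)/RFP (575-640 nm) total intensity ratio; 0.5% DMSO vehicle.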
HttQ103 aggreg = mutant huntingtin aggregation inhibition; AID 1688; Potency, µM (top dose mostly 46.1 µM), inactives show at the highest dose activity change, negative = inhibition, hits mostly inhibitors; 1.1% of 220,000 active; PC12 HttQ103-GFP aggregates, Acumen cytometry, 40 h; also: potency is read from the fitted curve at half-maximal effect; % is scaled to controls: 0 for no effect and ±100 for the full control effect; nearly all actives have a fitted effect of over 60% in size
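Aggregate formation scored by laser-scanning cytometer (488 excitation, 500–530 emission) in lysed PC12 cells expressing Q103-GFP after 100 nM tebufenozide induction; library tested in dose series, with ATPLite reagent added in the multiplex.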
NPSR antag = blocks cAMP signaling of the human neuropeptide S receptor. CHO-NPSR cells, cAMP TR-FRET, antagonist mode. Potency, µM (highest dose often 38.3 µM), without a hit: top-dose activity change, negative = inhibition, most hits filed as inhibitors. 1% of 220,000 active. AID 1461; also: potency is read from the fitted curve at half-maximal effect; % is scaled to controls: 0 for no effect and ±100 for the full control effect; nearly all actives have a fitted effect of over 50% in size; many of its hits are not listed in these tables
Target sequence (Q6W5P4 whole entry, looked up): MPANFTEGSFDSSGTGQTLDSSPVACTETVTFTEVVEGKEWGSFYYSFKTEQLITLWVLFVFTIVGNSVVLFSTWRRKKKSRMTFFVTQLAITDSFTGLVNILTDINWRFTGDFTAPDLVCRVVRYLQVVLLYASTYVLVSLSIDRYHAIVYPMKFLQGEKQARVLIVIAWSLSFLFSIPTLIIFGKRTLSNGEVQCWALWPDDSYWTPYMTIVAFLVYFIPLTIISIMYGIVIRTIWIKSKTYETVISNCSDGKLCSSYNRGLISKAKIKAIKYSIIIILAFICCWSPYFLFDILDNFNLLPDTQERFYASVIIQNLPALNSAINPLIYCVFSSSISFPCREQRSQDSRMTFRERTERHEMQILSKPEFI
IMPase Li inh = IMPase inhibition in cells with lithium potentiation; Potency, µM (doses to about 59.4 µM), inactives show at the highest dose activity, negative = IMPase inhibition, most hits filed as inhibitors; CHO-M1 cells, IP1 TR-FRET (IP-One), carbachol + lithium; 0.35% of 210,000 active; AID 1457;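 also: IP1 builds up when IMPase is blocked and the TR-FRET signal falls; potency is read from the fitted curve at half-maximal effect; plate controls were basal vehicle for no effect and high inhibitor control for full effect; nearly all actives have a fitted effect of over 50% in size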
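Readout is a homogeneous TR-FRET IP1 immunoassay (Ex 320, Em 665 and 620), where raised cytosolic IP1 lowers signal. Cells were CHO-M1 treated 30 min at 37C with test compounds plus a little lithium; AC50 values came from Hill-equation fitting.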
Epigenetic reg = regulators of epigenetic silencing causing reporter derepression in mouse cells; murine LDR cells, GFP reporter derepression, 30 h; Potency, µM (series often up to 53.9 µM), for the others: at the top dose GFP activation, most hits filed as activators; 0.2% of 280,000 active; AID 1865; also: potency is read from the fitted curve at half-maximal effect; % of control where 0% means no effect; nearly all actives have a fitted effect of over 60% in size
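Derepression of a silenced CMV-GFP reporter in murine LDR cells is scored by enumerating GFP-positive cells with a laser-scanning microplate cytometer after 30 hours of treatment at 37 C.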
Luc counter = Kinase-Glo luciferase inhibition (counter-screen) | Kinase-Glo luciferase, ATP luminescence, 8 min | Potency, µM (top dose mostly 38.3 µM), for inactives: at the top dose activity change, negative = inhibition, most hits filed as inhibitors | 0.28% of 200,000 active | AID 1379; also: potency is read from the fitted curve at half-maximal effect; % is scaled to controls: 0 for no effect and ±100 for the full control effect; nearly all actives have a fitted effect of over 60% in size
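Substrate mix (final 50 mM imidazole pH 7.2, 50 mM KCl, 7 mM MgCl2, 10 uM ATP, 0.01% Tween 20, 0.05% BSA) plus pin-tool compound, then Kinase-Glo detection mix; 8 min ambient, luminescence read.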
CBFb-RUNX1 inh = inhibitors of human CBF-beta and RUNX1 interaction. AlphaScreen CBFb-His/RUNX1-biotin binding, biochemical. Potency, µM (doses to about 59.8 µM), for the others: top-dose activity, negative = inhibition, most hits filed as inhibitors. 230,000 tested, under 10 active. AID 1477; also: % of control where 0% means no effect
Target sequence (Q01196 whole entry, looked up): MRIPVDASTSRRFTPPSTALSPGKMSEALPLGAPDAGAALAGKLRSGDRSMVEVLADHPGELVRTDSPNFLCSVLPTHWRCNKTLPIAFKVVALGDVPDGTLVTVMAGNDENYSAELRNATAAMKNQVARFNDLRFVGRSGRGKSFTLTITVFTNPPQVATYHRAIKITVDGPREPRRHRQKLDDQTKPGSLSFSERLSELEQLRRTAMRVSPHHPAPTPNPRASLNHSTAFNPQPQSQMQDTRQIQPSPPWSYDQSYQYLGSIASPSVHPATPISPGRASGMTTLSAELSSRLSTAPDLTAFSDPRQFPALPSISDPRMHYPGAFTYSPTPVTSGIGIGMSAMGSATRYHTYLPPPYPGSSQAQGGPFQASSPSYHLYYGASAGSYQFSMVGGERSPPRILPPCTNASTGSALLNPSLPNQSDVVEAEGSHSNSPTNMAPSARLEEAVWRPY
Target sequence (Q13951 whole entry, looked up): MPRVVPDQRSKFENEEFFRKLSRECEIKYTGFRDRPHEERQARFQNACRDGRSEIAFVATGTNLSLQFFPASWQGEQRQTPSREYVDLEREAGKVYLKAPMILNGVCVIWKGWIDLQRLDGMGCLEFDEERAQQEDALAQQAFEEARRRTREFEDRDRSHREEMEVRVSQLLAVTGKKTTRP
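His-tagged CBF-beta and biotinylated RUNX1 (30 nM each) were premixed 20 min at room temperature, exposed to compound for 15 min, then given nickel-chelate and streptavidin AlphaScreen beads (50 ng each). After 90 min, AlphaScreen signal was read.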
Numbers without * were called inactive; ? = inconclusive; . = not tested or not shown; & = joins results of further samples; [ ] = another dose, or the depositor's remark. Unless noted, calls follow the shape of the dose curve; as a rule, active = well fitted curve in the direction sought with a large enough effect; inconclusive = small, poorly fitted or top-dose-only effect, or another doubt; inactive = no such curve, though single readings can be large; an effect the other way counts as inactive or inconclusive. Only part of the results is shown, so the mix of outcomes need not match the whole.

#	molecule	LMNA splice mod	HttQ103 aggreg	NPSR antag	IMPase Li inh	Epigenetic reg	Luc counter	CBFb-RUNX1 inh
1	CCOC(=O)COc1ccc(C2NC(C(=O)O)CS2)cc1 (configuration not stated)	8%	-3%	-4%[46.1 µM]	-1%[38.3 µM]	0.9%	-1%	9%
2	O=S(=O)(N1CCCCC1)N1CCN(c2cc(Cl)ccc2Cl)CC1	.	2%[9.22 µM]	?	19%	-4.9%	0%	2%
3	C1CCN(c2nc3nonc3nc2NCC2CCOCC2)CC1	.	2%	9%	.	-4.3%	.	20%
4	NS(=O)(=O)c1ccc(NC(=O)COC(=O)c2c3c(nc4ccccc24)/C(=C\c2ccc4c(c2)OCO4)CCC3)cc1	?	-12%	-13%	-5%	-1.0%	0%	?
5	O=C(CN1CCN(C(=O)c2cccs2)CC1)NC1CCCCC1	1%	22%	-8%[46.1 µM]	7%[38.3 µM]	0.0%	-1%	3%
6	Cc1ccc(-c2cc(C(F)(F)F)n3ncc(C(=O)O)c3n2)cc1	1%	19%	-6%[46.1 µM]	2%	0.0%	2%	5%
7	CC(C)C(=O)Nc1cc(C(F)(F)F)ccc1-n1ccnc1	.	-6%	17%	-2%	2.6%	.	5%
8	Cn1nnc2cc(NC(=O)NCc3ccc4c(c3)OCO4)ccc21	-2%	-5%	-4%[46.1 µM]	11%[38.3 µM]	-2.1%	1%	7%
9	COC(=O)c1cc(C)sc1NC(=O)C1C2C=CC(CC2)C1C(=O)O (configuration not stated)	?	21%	-34%	10µM*	-6.3%	-2%	6%
10	CN1C(=O)c2ccc(NC(=O)c3ccc(N4CCCCC4)c([N+](=O)[O-])c3)cc2C1=O	-10%	19%	-28%[46.1 µM]	11%	1.3%	-1%	-4%
11	Nc1ccc(-n2cnc3cc([N+](=O)[O-])ccc32)cc1	-2%	19%	-10%[46.1 µM]	-3%[38.3 µM]	-2.8%	-2%	1%
12	Oc1cccc(C(Nc2nccs2)c2ccc3cccnc3c2O)c1 (configuration not stated)	?	?	-3%	36%[activator]	-4.1%	-2%	?
13	O=C(NCCCN1CCN(CCCNC(=O)c2ccc(F)cc2)CC1)c1ccc(F)cc1	-10%	13%	13%[46.1 µM]	16%	1.4%	-2%	12%
14	CN(C)c1cc[n+](CC(=O)N2CCCc3ccccc32)cc1	?	10%	14%	17%	0.5%	2%	17%
15	O=C(Nc1ccc(-c2nc3ccccc3s2)c(OC(=O)c2ccccc2)c1)c1ccccc1	-1%	29%	-36%	-11%	3.0%	0%	13%
16	CCCc1[nH][nH]c(=O)c1C(c1ccc(Cl)cc1)C(C#N)C#N (configuration not stated)	1%	-7%	15%[46.1 µM]	13%	-1.2%	-1%	1%
17	COc1ccc(NC(=O)c2cc(-c3ccccc3Cl)no2)cc1	3%	0%	-17%[46.1 µM]	9%[38.3 µM]	-1.1%	-1%	1%
18	COC(=O)Cc1nnc(NC(=O)C(C)C)s1	9%	4%	-12%[46.1 µM]	34%[38.3 µM]	-1.5%	1%	-1%
19	Clc1ccccc1C1=Nn2c(nnc2-c2ccco2)SC1	.	-12%[9.22 µM]	-4%	.	-0.3%	.	-1%
20	Cc1nnc(SCC(=O)Nc2cc(C(F)(F)F)ccc2N2CCOCC2)o1	6%	-9%	-5%[46.1 µM]	11%[38.3 µM]	-0.8%	2%	1%
21	Cc1ccc(Sc2ncccc2/C=N/O)cc1	.	-3%[9.22 µM]	10%	-1%	0.5%	4%	-8%
22	CCCn1c(SCC(=O)Nc2cccc(C)n2)nnc1C(C)C	.	-12%[9.22 µM]	-30%	0%	-2.3%	0%	1%
23	CC[n+]1c(-c2ccc(C)cc2)csc1Nc1c(C)n(C)n(-c2ccccc2)c1=O	?	-7%	?	23%	0.0%	0%	-12%
24	CC(C)NC(=O)/C(C#N)=C/c1ccc2c(c1)OCCO2	-1%	?	3%	1%	0.0%	0%	0%
25	Cc1ccc(/C=C/C(=O)Nc2nc3ccccc3[nH]2)cc1	-8%	-1%	5%	5%	0.0%	1%	9%
26	COc1ccc(C(=O)NC(C(=O)NCC(=O)Nc2c(C)cccc2C)C(C)C)cc1 (configuration not stated)	3%	-4%	8%	-3%	-5.1%	-3%	1%
27	COc1ccccc1Nc1nc2nonc2nc1N1CCC(C)CC1	-2%	-7%	18%	-11%	0.0%	2%	-4%
28	COc1cc2c(cc1OC)CN(C(=O)COc1ccc(C)c(C)c1)CC2	-11%	-8%	-16%[46.1 µM]	0%[38.3 µM]	-1.1%	1%	1%
29	CO[C@]1(NC(=O)CSCC#N)C(=O)N2C(C(=O)O)=C(CSc3nnnn3C)CS[C@H]21	-6%	6%	.	0%	0.0%[16.9 µM]	1%[17.1 µM]	5%[21.7 µM]
30	Cc1ccc(CC(NC(=O)c2ccccc2)C(=O)NCC(=O)O)cc1 (configuration not stated)	7%	0%	-5%[46.1 µM]	15%[38.3 µM]	0.0%	-3%	3%

Values by screen from the entries so far:
Entries 24–28 in LMNA splice mod: -1%, -8%, 3%, -2%, -11%
Entries 24–28 in NPSR antag: 3%, 5%, 8%, 18%, -16%[46.1 µM]
Entries 24–28 in Luc counter: 0%, 1%, -3%, 2%, 1%

Continuation.
#	molecule	LMNA splice mod	HttQ103 aggreg	NPSR antag	IMPase Li inh	Epigenetic reg	Luc counter	CBFb-RUNX1 inh
31	O=C(CC(Nc1cccc(Cl)c1Cl)C(=O)OCC(=O)c1cccs1)c1ccccc1 (configuration not stated)	-5%	?	-35%	8%	-1.0%	0%	1%
32	N#CCCN(Cc1cccnc1)C(=O)c1ccc(S(=O)(=O)N2CCOCC2)cc1	-1%	0%	-11%[46.1 µM]	-1%[38.3 µM]	-2.5%	-6%	1%
33	CCOC1=NS(=O)(=O)c2ccccc21	-6%	-2%	10%	-1%	0.0%	-1%	1%
34	C=CCOc1ccc(CC(=O)O)cc1Cl	3%	-19%	.	5%	-0.8%	1%[39.9 µM]	1%&-19%
35	O=C(c1cccc(NS(=O)(=O)c2cccc(F)c2)c1)N1CCN(c2ccccc2)CC1	?	9%	-9%	2%	-0.8%	3%	-1%
36	Cc1ccn2c(/C=N/OCc3cccc(F)c3)c(-c3ccc(Cl)cc3)nc2c1	-8%	-3%	-4%[46.1 µM]	9%[38.3 µM]	5.6%	-1%	-1%
37	Cn1c(NCc2ccccc2)nc2c1c(=O)n(Cc1ccccc1)c(=O)n2C	-17%	-10%	-20%[46.1 µM]	21%[38.3 µM]	-7.5%	2%	2%
38	NS(=O)(=O)c1ccc(-c2ccc(C=NC3CCS(=O)(=O)C3)o2)cc1 (configuration not stated)	7%	-5%[9.22 µM]	-2%[46.1 µM]	-2%[38.3 µM]	0.7%	0%	12%
39	CC(C)=CCCC1=CCC(/C=N/NC(N)=O)C(C)C1 (configuration not stated)	-1%	-2%	7%	3%	-1.1%	1%	-1%
40	CN(C)S(=O)(=O)c1ccc(C(=O)Nc2nnc(-c3ccco3)o2)cc1	.	-27%	-5%	4%	0.0%	4%	-26%
41	CCOC(=O)CSC1=C(C#N)C(=O)NC(c2ccc(OC)c(OC)c2)S1 (configuration not stated)	6%	7%	9%[46.1 µM]	4%[38.3 µM]	-1.0%	1%	-2%
42	Cc1cc(C(=O)Nc2ncn[nH]2)ccc1[N+](=O)[O-]	-1%	14%	7%	4%	-1.9%	-1%	-21%
43	CC(=O)c1ccccc1OCCOc1ncnc2sccc12	9%[46 µM]	?	-7%	3%	-0.1%	-1%	?
44	COC(=O)c1cc(NC(=O)c2c(-c3c(Cl)cccc3Cl)noc2C)ccc1N1CCOCC1	.	-13%[9.22 µM]	-13%	.	0.4%	.	8%
45	CCCc1ccc(NS(=O)(=O)c2c(C)oc(C)c2C(=O)OC)cc1	.	-1%[9.22 µM]	-28%	.	0.0%	.	16%
46	Cc1ccc(S(=O)(=O)N2CCN(C(=O)CN3CCOCC3)C2c2ccccc2)cc1 (configuration not stated)	9%	-8%	-14%[46.1 µM]	-6%[38.3 µM]	-0.7%	-1%	4%
47	Cc1ccc(C2=NC(C(F)(F)F)(C(F)(F)F)c3c(n(-c4ccc(F)cc4)c(=O)[nH]c3=O)N2)cc1	?	?	-7%	-6%	-0.3%	0%	2%
48	COc1ccc2c(c1OC)C(=O)N1c3cccc(Cl)c3C(=O)OC21 (configuration not stated)	9%	9%	?	-9%[38.3 µM]	0.8%	-4%	8%
49	COc1ccc(NC(=O)N/C=C/c2ccc(Cl)cc2)cc1	?	-6%[9.22 µM]	5%	12%	-2.7%	-2%	6%
50	COC(=O)CCC(=O)NC(=S)Nc1ccc(S(=O)(=O)N2CCCC2)cc1	14%[9.22 µM]	-1%	-12%	4%	-3.7%	3%	4%
51	Cc1ccccc1OCC(=O)OCC(=O)c1ccc(OC(=O)c2ccccc2)cc1	7%	15%	2%[46.1 µM]	-5%[38.3 µM]	0.0%	-5%	9%
52	Cc1ccc2c(c1)[nH]c1c(N3CCN(Cc4ccccc4)CC3)ncnc12	?	7.1µM*	?	37%[activator][38.3 µM]	4.4%	-1%	?
53	O=C(NNS(=O)(=O)c1ccc2ccccc2c1)C1CCN(Cc2ccccc2)CC1	5%	-8%	-11%[46.1 µM]	30%[38.3 µM]	1.3%	-3%	1%
54	CCOC(=O)c1ccc(N2CN=C3SCC(=O)N3C2)cc1	22%	-4%	-10%[46.1 µM]	0%[38.3 µM]	-2.4%	-1%	1%
55	Cc1cc(C)n2[nH]c(=O)c(N=Nc3cccc(Cl)c3)c2n1	-6%	9%	-29%[46.1 µM]	3%[38.3 µM]	-1.6%	8%	7%
56	Cc1sc(NC(=O)CCC(=O)O)c(C#N)c1C	.	0%	30%	3%	0.9%	-1%	-2%
57	Clc1ccc(N2N=C(c3cccs3)CC2c2ccco2)cc1 (configuration not stated)	9%	11%	7%[46.1 µM]	-25%[38.3 µM]	-1.2%	0%	?
58	CC1(C)Cc2c(sc(NC(=O)Cc3ccccc3)c2C#N)CO1	.	2%[9.22 µM]	-46%	.	5.5%	.	18%
59	O=C(OCc1cc(=O)n2c(n1)sc1ccccc12)c1ccc2c(=O)n3c(nc2c1)CCC3	6%	6%	-12%[46.1 µM]	3%[38.3 µM]	-2.5%	-2%	-12%
60	CCCCOc1ccc(Nc2nc(C)cc(C)c2C#N)cc1	-2%	3%	-11%	11%	-1.0%	2%	7%
